# A3A deaminase: inhibitors of human APOBEC3A DNA deaminase. 330,000 compounds, 0.41% hits. AID 493011. P31941. inhibition, % at 20 µM. recombinant A3A, FAM/TAMRA ssDNA deamination fluorescence;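 active = at least 40% inhibition at 20 µM here, with at most 30% in a related deaminase screen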;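 note: plate controls were A3A with DMSO for no effect and wells lacking A3A enzyme for full effect; some results filed as inactive read as strong as hits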
# NLRP3 yeast inh: inhibitors of NALP3 inflammasome in yeast; Yeast reconstituted NLRP3/ASC/caspase-1, beta-gal luminescence, 24 h; inhibition, % at 10 µM; 330,000 compounds, 0.39% hits;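 active = inhibition of 50% or more; inactive = inhibition below 50%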;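 note: plate controls were induced DMSO wells for no effect and uninduced yeast grown without galactose for full effect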
# mIAP act: mouse IAP activation; muIAP, CDP-Star luminescence, 30 min; hits give high values; 1 = vehicle-only enzyme signal, 0 = enzyme-free wells; activation factor at 10 µM; 330,000 compounds, 0.24% hits; AID 2805;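 active = activation factor of at least 2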; note: the source names both 10 and 20 µM as test concentration; values of inactives mirror those of a sister screen read the other way
#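 Assay system: mouse IAP enzyme / Compound: DMSO-dissolved test compounds / Timing: 30 min, room temperature / Measured by: luminescence from enzymatic CDP-Star hydrolysis / Control set: DMSO-only wells, enzyme-free buffer wells as negative control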
# APOBEC3G inh: blocks human APOBEC3G single-stranded DNA deamination | Q9HC16 | recombinant A3G, ssDNA deamination FAM/TAMRA fluorescence | inhibition, % at 20 µM | 330,000 compounds, 0.28% hits | AID 493012;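 active = inhibition of at least 40% at 20 µM, with no more than 30% in the related APOBEC3A deaminase screen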;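 note: plate controls were DMSO wells with A3G for no effect and wells lacking A3G enzyme for full effect; some compounds called inactive have numbers as strong as hits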
# Target sequence (Q9HC16 whole entry, looked up): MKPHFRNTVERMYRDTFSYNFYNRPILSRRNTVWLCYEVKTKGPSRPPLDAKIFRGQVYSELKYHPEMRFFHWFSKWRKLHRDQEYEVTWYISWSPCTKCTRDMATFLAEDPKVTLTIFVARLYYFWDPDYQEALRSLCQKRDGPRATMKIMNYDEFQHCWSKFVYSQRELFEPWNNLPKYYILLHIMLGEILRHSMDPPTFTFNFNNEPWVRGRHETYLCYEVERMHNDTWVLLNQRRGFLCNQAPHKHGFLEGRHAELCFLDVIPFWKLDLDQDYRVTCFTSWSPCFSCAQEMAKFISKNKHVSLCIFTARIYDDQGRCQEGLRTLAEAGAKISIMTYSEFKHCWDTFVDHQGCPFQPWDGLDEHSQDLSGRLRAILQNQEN
# mIAP inh: blocks mouse intestinal alkaline phosphatase. 330,000 compounds, 0.2% hits. purified mouse IAP, CDP-Star luminescence, 30 min. inhibition, % at 10 µM;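 active = inhibition of at least 40% at 10 µM in the primary screen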;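 note: plate controls were DMSO with enzyme for no effect and no enzyme wells for full effect; values of inactives mirror those of a sister screen read the other way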
# beta cell repl: inducers of beta-cell replication in MIN6 cells; MIN6 cells proliferation, ATPlite luminescence, 48 h; cells starved in 0.2% serum; 100% = growth in 10% serum; proliferation, % at 10 µM; 330,000 compounds, 0.29% hits; AID 2380;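 active = compounds whose signal lies at least 3.5 SD above the mean of all wells on their plate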;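 note: 0% = DMSO-treated cells in low-serum medium and 100% = 10% serum control; some compounds called inactive have numbers as strong as hits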
# SENP1 inh: inhibitors of human SENP1 SUMO protease catalytic domain; 360,000 compounds, 0.21% hits; inhibition, % at 10 µM; AID 624204; recombinant SENP1 catalytic domain, CyPet-SUMO1-YPet FRET cleavage;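 active = inhibition at least 30% at 10 µM, raw YFP signal under a set limit, fluorescence ratio 0.5 to 1.5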;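 note: 0% = enzyme with DMSO and 100% = no enzyme wells; some results filed as inactive read as strong as hits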
#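 Material: hSENP1 catalytic domain, recombinant; medium: Tris pH 8 with BME, BSA, NP40 and catalase; compound: single concentration of 10 µM compound, 0.5% DMSO final; technique: FRET read of cyan and yellow fluorescence; timing: 50 min enzyme reaction, room temperature, light-protected; reagent: SFCypet-SUMO1-SFYpet substrate at 25 nM; control set: no-enzyme low, enzyme-DMSO high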
# hIAP block: blocks human intestinal alkaline phosphatase; 330,000 compounds, 0.12% hits; AID 2544; inhibition, % at 10 µM; purified IAP, CDP-Star luminescence, 30 min; P09923;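 active = inhibition reaching a set limit with compound at 10 µM in the primary screen, cut at about 35% in these data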;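 note: plate controls were DMSO wells with enzyme for no effect and no-enzyme buffer wells for full effect; values of inactives mirror those of a sister screen read the other way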
# Target sequence (P09923 whole entry, looked up): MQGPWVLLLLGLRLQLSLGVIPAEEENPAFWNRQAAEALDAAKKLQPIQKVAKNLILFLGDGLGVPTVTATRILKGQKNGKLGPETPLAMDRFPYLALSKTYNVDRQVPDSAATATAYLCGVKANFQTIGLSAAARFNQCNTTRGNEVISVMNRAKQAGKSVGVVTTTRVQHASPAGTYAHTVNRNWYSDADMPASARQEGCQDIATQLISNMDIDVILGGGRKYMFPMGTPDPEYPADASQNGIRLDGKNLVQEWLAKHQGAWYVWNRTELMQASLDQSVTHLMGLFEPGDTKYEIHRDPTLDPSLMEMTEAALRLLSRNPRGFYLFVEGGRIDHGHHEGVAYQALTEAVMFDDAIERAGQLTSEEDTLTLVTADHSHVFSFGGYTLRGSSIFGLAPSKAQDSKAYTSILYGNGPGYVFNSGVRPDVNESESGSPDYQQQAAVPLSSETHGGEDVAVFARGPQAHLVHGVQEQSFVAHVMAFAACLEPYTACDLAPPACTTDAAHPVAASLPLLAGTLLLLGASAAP
# hIAP activ: increases human intestinal alkaline phosphatase activity | P09923 | purified human IAP, CDP-Star luminescence, 30 min; hits give high values; 1 = vehicle-only enzyme, 0 = enzyme-free background | activation factor at 10 µM | 330,000 compounds, 0.16% hits | AID 2524;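 active = activation factor of the enzyme at least 2-fold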; note: the source names both 10 and 20 µM as test concentration; values of inactives mirror those of a sister screen read the other way
# * marks the source's active call; other numbers are inactive results.
SMILES,A3A deaminase,NLRP3 yeast inh,mIAP act,APOBEC3G inh,mIAP inh,beta cell repl,SENP1 inh,hIAP block,hIAP activ
C=CCn1c(SCC(=O)N(CC)C2CCS(=O)(=O)C2)nc2sc3c(c2c1=O)CCC3 (stereo not given),-4,9,0.96,-6,4,-2,-1,11,0.89
COc1ccc2c(-c3ccccc3)cc(SC(C)C(N)=O)nc2c1 (stereo not given),-2,3,1,-10,-2,-2,-7,-6,1.1
COc1ccc(/C(O)=C2/C(=O)C(=O)N(c3ccccn3)C2c2cccc(Cl)c2)cc1 (stereo not given),-1,7,1,-2,-4,-4,11,13,0.87
Cc1cc(C)nc(N/N=C/c2c(CO)cnc(C)c2O)n1,-4,15,0.93,-9,7,-3,-99,-28,1.3
Cn1c(Cl)c(/C=N/OC(=O)c2ccccc2Cl)c2ccccc21,0,30,0.93,-5,7,-2,4,-7,1.1
CC(C)[C@@H]1COC(c2cccc(C3=N[C@H](C(C)C)CO3)c2)=N1,-4,9,1,-3,0,-2,1,1,0.99
CN(CCc1cnn(C)c1)Cc1nc(CC2CC2)no1,0,6,1,-1,-2,-2,1,2,0.98
NS(=O)(=O)c1ccc(CCNC(=O)CNC(=O)COc2ccccc2)cc1,-3,3,1.1,-8,-7,-4,0,-7,1.1
C=CCn1c(C(C)NC(=O)c2ccc(C)cc2)n[nH]c1=S (stereo not given),1,9,1.1,6,-6,0,1,-17,1.2
COc1cccc(NC(=O)CN2C(=O)NC(C)(CC(C)C)C2=O)c1 (stereo not given),6,8,1.1,-7,-5,-1,3,-30,1.3
COc1ccc(CC(=O)NNC(=O)c2cccnc2)cc1OC,-1,4,0.92,-5,8,2,3,-7,1.1
COc1ccc(N2CCCC2=N)c(OC)c1,4,13,1.1,12,-6,-2,1,2,0.98
Cc1ccc(OCC(=O)Nc2ccc(N3CCN(S(C)(=O)=O)CC3)cc2)c(C)c1,-2,-7,1.1,-8,-6,-3,1,0,1
CCOC(=O)c1ccc(N2C(=O)CC(N3CCC(O)(c4ccc(Cl)cc4)CC3)C2=O)cc1 (stereo not given),-4,11,0.9,-10,10,-3,1,-14,1.1
CC(=O)NC(Cc1ccc(C)cc1)C(=O)NC1CCN(C(=O)c2cnccn2)CC1 (stereo not given),1,11,0.96,-4,4,-4,1,14,0.86
CN(Cc1ccc(Cl)c(Cl)c1)C(=O)C1CSC2(C)CCC(=O)N12 (stereo not given),-4,8,0.96,-5,4,0,1,2,0.98
CCCOc1ccc(-c2c(C(=O)N/N=C/c3ccco3)nnn2-c2nonc2N)cc1,4,-13,0.97,0,3,2,1,0,1
FC(F)(F)c1cc(CCN2CCNC[C@@H]2CC2CCCCC2)cc(C(F)(F)F)c1,0,32,1.1,-5,-6,-6,-1,-4,1
O=C(CN1C(=O)c2ccccc2C1=O)OCc1nc2ccsc2c(=O)[nH]1,0,13,0.98,-1,2,-2,1,5,0.95
Cc1ccc(N=Nc2ccc(O)cc2)c(Br)c1,-1,45,0.8,3,20,-4,3,22,0.78
CCOc1ccccc1NC(=O)COc1ccc2ccc(=O)oc2c1,-1,17,0.95,-8,5,-2,-2,3,0.97
CCCCC(=O)Nc1cc(NC(=O)CCCC)cc(C(=O)O)c1,-2,1,1,-6,-2,0,0,0,1
O=C(NCC(=O)N1CCN(c2ncccn2)CC1)c1ccccc1OC(F)F,1,-10,1.1,-2,-7,-1,0,1,0.99
CCc1nnc(NC(=O)CSc2nnc3scc(-c4ccc(C)cc4)n23)s1,-10,5,1.2,-3,-19,1,2,-2,1
COCCNc1cc(C)nc2ccccc12,-2,10,1.1,6,-13,0,-2,-6,1.1
COc1cccc(NC(=O)CCCCCn2nnc3ccccc3c2=O)c1,1,6,0.97,-6,3,0,1,-13,1.1
O=C(Nc1ccc(C(=O)N2CCCC2)cc1)c1ccccc1Br,0,14,1,-4,-2,0,1,-13,1.1
[O-][n+]1c2c(nn1-c1ccccc1)/C(=N/O)CCC2,1,-12,0.94,0,6,-1,0,-62,1.6
CCOC(=O)Cc1cc(=O)n2[nH]c(C)c(C#N)c2n1,-5,-7,1.1,1,-14,-4,3,-1,1
CC(=O)c1c(C)[nH]c(C(=O)OCC(=O)N2CCc3ccccc3C2)c1C,-2,0,0.93,-5,7,0,1,-9,1.1
CCOc1ccc2nc3ccc4[nH]onc4c3c2c1,-6,1,1.1,1,-10,-2,-24,1,0.99
Cc1c(Cl)cnc(NC(=O)COC(=O)[C@H](C)NC(=O)c2ccccc2)c1Cl,8,19,0.93,2,8,-2,-3,17,0.83
CC1=C(C(=O)OC(C)C)C(c2ccncc2)n2ncnc2N1 (stereo not given),0,0,1,-7,0,-2,-1,-11,1.1
Cc1nc(CSc2ccc(Cl)cc2)cc(NCc2ccccc2)n1,-5,33,1.2,-7,-17,-1,0,3,0.97
COC(=O)CCC(=O)Nc1cccc2ccccc12,2,7,0.92,1,8,-1,0,-3,1
O=C(N=C1SC2CS(=O)(=O)CC2N1c1ccccc1Cl)C1CCCO1 (stereo not given),1,3,0.9,-2,10,-1,-1,3,0.97
O=C(NCc1ccc2c(c1)OCO2)C1CCN(C(=O)Nc2ccc(Cl)cc2)CC1,3,-4,1,-2,-2,1,-14,-9,1.1
CN1CCC(=O)N([C@H](CSc2ccccc2)c2ccccc2)CC1,-3,4,1,-3,0,-1,-9,12,0.88
O=C(CCS(=O)(=O)c1cccs1)Nc1ccc(C(=O)NC2CCCC2)cc1,-1,-14,1,-3,-2,1,2,-8,1.1
COC(=O)Cc1[nH]nc2c1C1(C(=O)N(Cc3ccccc3)c3ccccc31)C(C#N)=C(N)O2 (stereo not given),-4,-15,0.96,-4,4,-1,-1,13,0.87
CN(C)c1ccc(CN(C)C2CCCCC2)cc1,-3,13,1,-5,-1,0,-2,24,0.76
NS(=O)(=O)c1ccc(CCNC(=O)C(=O)NCC2OCCN2S(=O)(=O)c2ccc(Cl)cc2)cc1 (stereo not given),-6,14,0.91,-9,9,1,-2,3,0.97
COc1ccc(C2N(c3ccc(F)cc3)C(=O)C3CCCN32)cc1 (stereo not given),3,22,1,4,-4,-4,-19,-3,1
COCc1nnc(NS(=O)(=O)c2ccc(C)cc2)s1,1,0,0.93,-2,7,-2,-3,1,0.99
COc1ccc(S(=O)(=O)N2CCCC(C(=O)N3CCCCCC3)C2)cc1 (stereo not given),-1,2,0.96,-6,4,-4,1,-2,1
Cc1cc(NCCOCCO)n2c(nc3ccccc32)c1C#N,1,0,1,0,-4,3,-52,-2,1
Cc1ccc(C)c(NC(=S)NCCSc2ccc(Cl)cc2)c1,-1,23,1.9,-2,-87,0,-1,-5,1.1
O=c1[nH]c(-c2ccccn2)nc2ccccc12,5,-3,1,-3,0,-2,2,-79,1.8
Cc1nn(-c2ccccc2)c(C)c1/C=C/C(=O)OCC(=O)NC1CCS(=O)(=O)C1 (stereo not given),4,-3,0.91,-3,9,0,1,-5,1.1
CCCCN(C(=O)C1CC(=O)N(c2ccc(C)cc2)C1)c1c(N)n(CCC)c(=O)[nH]c1=O (stereo not given),21,10,1,-1,-2,2,0,-10,1.1
# The list goes on:
SMILES,A3A deaminase,NLRP3 yeast inh,mIAP act,APOBEC3G inh,mIAP inh,beta cell repl,SENP1 inh,hIAP block,hIAP activ
O=C(CSc1nnc(-c2ccccc2O)o1)N1CCOCC1,-2,20,0.97,-10,3,-1,1,0,1
COc1ccc(S(=O)(=O)N2CCC(C(=O)NCCC3=CCCCC3)CC2)cc1OC,8,4,1.2,-4,-16,-3,-3,-7,1.1
N#Cc1ccc(Cn2c(-c3ccc(F)cc3)noc2=O)cc1,4,-2,1,-5,-5,-1,-1,11,0.89
Cc1ccc(N(C)S(=O)(=O)c2cccc(C(=O)NC3CC(C)(C)NC(C)(C)C3)c2)cc1,-3,17,0.98,-10,2,-4,0,8,0.92
CCCCNC(=O)N1CCc2[nH]c3ccccc3c2C1,-5,3,1,-7,-2,2,-22,4,0.96
COC/C=C/C1=CC2=CC(=O)C(C)(OC(=O)c3cnc4ccccc4n3)C(=O)C2=CN1CCN1CCOCC1 (stereo not given),2,7,0.99,-4,1,-2,-73,-10,1.1
CCSc1ncc(Cl)c(C(=O)Nc2cc(C)ccc2C)n1,1,3,0.97,-3,2,-2,2,-12,1.1
Cc1ccsc1/C=N/NC(=O)CN1CCN(S(=O)(=O)c2ccc(Br)cc2)CC1,0,9,0.98,-3,2,2,2,1,0.99
COc1cccc(NC(=S)NN=C2CCCCCC2)c1,-2,19,0.92,-8,8,-2,0,-23,1.2
Cc1cccc(-n2c(SCc3ccc([N+](=O)[O-])cc3)nnc2-c2c[nH]c3ccccc23)c1,-2,11,0.95,-9,5,-3,5,4,0.96
CC(OC(=O)C1=Cc2ccccc2OC1)C(=O)NC1CCCC1 (stereo not given),-3,7,1.1,-3,-10,-2,1,-13,1.1
COc1ccccc1CN1CC(C(=O)N2CCCCCCC2)CCC1=O (stereo not given),-1,-4,1.1,-1,-8,1,-2,24,0.76
Oc1cccc(Nc2nc(O)c(/C=C3\C=Nc4ccccc43)s2)c1,-9,12,0.83,-7,17,-6,-35,4,0.96
CCN(C(=O)COC(=O)c1[nH]c(C)c(C(C)=O)c1C)c1c(N)n(Cc2ccccc2)c(=O)[nH]c1=O,-2,7,1,-7,-4,-3,-1,-12,1.1
COc1cccc(N2CCN(C(=O)CSc3ccc(F)cc3)CC2)c1,-3,-5,1.1,-4,-8,-5,-1,14,0.86
O=C(C1CCN(Cc2ccccc2)CC1)N1CCCC1,1,1,0.97,-3,3,-2,-2,0,1
CN1C(=O)CSc2ccc(NC(=O)N3CCN(c4ccccn4)CC3)cc21,7,7,1,5,-1,-3,5,-1,1
Cc1cc(C(=O)N2CCN(c3ccc([N+](=O)[O-])cc3)CC2)no1,-2,7,0.85,-4,15,3,1,21,0.79
CCOc1ccc(NC(=O)N2CCC(NC(=O)C(Cc3ccc(OC)c(OC)c3)NC(C)=O)CC2)cc1 (stereo not given),15,13,0.95,2,5,-2,6,1,0.99
CCOC(=O)N1CCN(c2nnc(-c3ccccc3)c3ccccc23)CC1,-1,-1,0.95,-8,5,2,3,11,0.89
NCCCCCC(=O)Nc1ccncc1,0,15,1,-3,-2,1,0,8,0.92
S=C(Nc1ccc(Br)cc1)NC1CCCCC1,1,44,2.5*,-5,-150,-4,3,1,0.99
COc1cccc(NC(=O)CN(C)C(=O)CSc2ncnc3sc(C)c(C)c23)c1,15,22,1,2,-5,-4,-5,-10,1.1
CN1CC(=O)Nc2ccc([N+](=O)[O-])cc2C1=O,-4,19,0.99,-17,1,0,0,-11,1.1

# A portion of the library; the hit share may differ from the screen's.
